# DENV2 CPE rescue: protects cells from dengue virus 2 cytopathic effect; DENV2-infected cells, cytopathic effect rescue, plate reader; CPE inhibition, % at 9.99 µM; 350,000 tested, 1.7% active; in the data active = CPE inhibition above about 20%, passing the limit was not always enough; inconclusive = no clear call, values can overlap the other calls; tested in BHK-21 cells;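 also: 0% = median of neutral control wells and 100% = median of positive control wells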
# Casp6 inh: caspase-6 (human) enzyme inhibition. AID 686996. P55212. 350,000 tested, 0.53% active. inhibition, % at 12.5 µM. purified caspase-6, Z-VEID-R110 cleavage fluorescence;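 active = mean inhibition across replicates at least about 35%, with every replicate also reaching that limit, limit read from the data; inconclusive = only one of the two criteria met; inactive = neither criterion met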;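 also: 0% = median of neutral control wells and 100% = no fluorescence left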
# Target sequence (P55212 24-179 limits assumed): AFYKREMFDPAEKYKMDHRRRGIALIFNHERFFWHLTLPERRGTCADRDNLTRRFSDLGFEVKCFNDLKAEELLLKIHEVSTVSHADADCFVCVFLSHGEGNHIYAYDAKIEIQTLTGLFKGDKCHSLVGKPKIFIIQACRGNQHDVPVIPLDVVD
# Target sequence (P55212 194-293 limits assumed): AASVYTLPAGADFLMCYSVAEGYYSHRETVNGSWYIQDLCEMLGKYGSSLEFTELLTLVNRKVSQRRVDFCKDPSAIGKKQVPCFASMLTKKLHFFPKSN
# RAD54 inh: inhibitors of human RAD54 branch migration. Q92698. RAD54 Holliday junction branch migration, FAM/BHQ fluorescence. inhibition, % at 10.4 µM. 360,000 tested, 0.14% active;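 active = mean normalized replicate activity at least 40 and at least half of replicates scoring 40 or more; inconclusive = only one of the two criteria met; inactive = mean below 40 and under half of replicates reaching 40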;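 also: 0% = median of neutral control wells and 100% = median of positive control wells; inhibitors cause a drop in the FAM fluorescence signal; in these data hits start at about 50%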
# Target sequence (Q92698 whole entry, looked up): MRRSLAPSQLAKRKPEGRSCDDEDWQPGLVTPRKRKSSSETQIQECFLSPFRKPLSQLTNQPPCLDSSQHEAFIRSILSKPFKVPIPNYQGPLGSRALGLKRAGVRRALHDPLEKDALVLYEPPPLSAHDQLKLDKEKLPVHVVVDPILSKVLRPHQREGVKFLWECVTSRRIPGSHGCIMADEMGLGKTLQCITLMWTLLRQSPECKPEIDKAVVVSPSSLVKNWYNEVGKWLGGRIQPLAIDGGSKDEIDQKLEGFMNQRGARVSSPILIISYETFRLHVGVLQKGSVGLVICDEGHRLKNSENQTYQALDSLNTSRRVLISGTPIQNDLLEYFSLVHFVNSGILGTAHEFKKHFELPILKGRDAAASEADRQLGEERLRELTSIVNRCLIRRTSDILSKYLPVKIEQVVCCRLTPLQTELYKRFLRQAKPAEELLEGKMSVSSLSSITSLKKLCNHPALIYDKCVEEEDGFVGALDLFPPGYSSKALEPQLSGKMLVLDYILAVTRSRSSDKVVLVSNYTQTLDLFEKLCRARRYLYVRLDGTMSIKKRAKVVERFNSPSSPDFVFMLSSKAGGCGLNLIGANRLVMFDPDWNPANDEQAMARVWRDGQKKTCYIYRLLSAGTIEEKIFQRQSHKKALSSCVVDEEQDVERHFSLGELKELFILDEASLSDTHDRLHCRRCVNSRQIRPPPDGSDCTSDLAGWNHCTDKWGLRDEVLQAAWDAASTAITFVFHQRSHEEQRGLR
# E-selectin induc: E-selectin induction on HUVECs; P16581; HUVEC E-selectin immunofluorescence imaging; normalized: neutral wells 0, TNF-alpha wells 100; activation, % at 7.58 µM; 260,000 tested, 0.37% active; AID 686992;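 active = mean E-selectin-positive cell signal at least 10% of the positive control, reached in at least 60% of replicates, without over 20% cell loss; inconclusive = no rule given, readout overlaps actives, possibly toxicity-flagged; inactive = the rest, including those meeting only one limit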;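 also: in these data hits start at about 27%; measured in HUVEC primary endothelial cells; signal is the percent of cells scored E-selectin positive by PE staining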
#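 Material: HUVEC primary endothelial cells; Amount: 3,000 cells per well; Dosing: single concentration; Medium: EGM-2 growth medium on 0.1% gelatin-coated wells; Read-out basis: percent E-selectin-positive cells; Signal: immunofluorescence imaging; Control set: TNF-alpha, DMSO.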
# RAD52 anneal inh: inhibitors of human RAD52 DNA annealing | inhibition, % at 18.7 µM | recombinant RAD52 DNA annealing, FRET fluorescence | 360,000 tested, 0.46% active | AID 651710;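 active = every replicate showing at least 50% inhibition; inconclusive = mean inhibition at least 50% but not in every replicate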
# Xi reactivation: X-chromosome reactivation activator | 360,000 tested, 0.055% active | XiGFP mouse fibroblasts, % GFP-positive cells imaging, 3 d; cells co-treated with 5-aza-dC sensitizer; scaled so ellipticine positive control = 100% | activation, % at 7.58 µM | AID 743238;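 active = mean normalized replicate activation at least 10% and every replicate at or above 10%; inconclusive = only one of the two criteria met; inactive = mean below 10% and not all replicates reach 10%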;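 also: 0% = median of on-plate neutral control wells and 100% = ellipticine 6 µM median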
#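 Material: XiGFP fibroblasts, SV40-immortalized; Buffer or medium: DMEM containing 5-aza-dC; Compound dosing: single point; Times: 3 days compound exposure.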
# INS-1E GSIS act: GLuc luminescence reporter in INS-1E cells, primary screen for activators of glucose-dependent secretion of insulin; INS-1E GLuc reporter insulin secretion, 2-3 h; activation, % at 16.6 µM; 370,000 tested, 0.61% active; AID 743287;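 active = lowest replicate activation of at least 40%, so every replicate reaches that level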;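 also: 0% = median of neutral control wells and 100% = median of IBMX positive control wells; some compounds called inactive have numbers as strong as hits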
# F508del corr: correctors of CFTR F508del function in bronchial epithelial cells. 350,000 tested, 0.36% active. activity (quench increase), % at 7.58 µM. CFBE cells, YFP halide quenching; stimulated with forskolin plus potentiator P3; % fluorescence drop versus neutral controls;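 active = mean added fluorescence quench of at least 8% versus neutral control, with both replicates also reaching 8%; inconclusive = only one of the mean or replicate conditions met; inactive = mean below 8% and not both replicates reaching 8%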;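 also: cells transiently co-express mutant CFTR-F508del with the halide-sensitive YFP; corrector assay measuring rescue of mutant channel to the surface after 24 h compound exposure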
# Starred values were filed as active, the others as inactive; ? = inconclusive; . = not tested or not shown.
1. Cc1ccc(NC(=O)COC(=O)c2cc(Cl)ccc2[N+](=O)[O-])cc1
2. C[C@@H]1CCCCO[C@H](CN(C)C(=O)CCCN(C)C)[C@H](C)CN([C@H](C)CO)C(=O)c2cc(NC(=O)C3CCCCC3)ccc2O1
3. O=C(NC1CCSc2ccccc21)c1ccccc1Br (centres undefined)
4. Cc1ccc(N2C(=O)C(CC(=O)Nc3cccc(F)c3)N(C3CC3)C2=O)cc1 (centres undefined)
5. Cc1ccc(S(=O)(=O)N(C)CC(=O)NNC(=O)CCC(=O)c2ccc(F)cc2)cc1
compound no.,1,2,3,4,5
DENV2 CPE rescue,-3,-6,18,-2,6
Casp6 inh,0,1,2,-1,0
RAD54 inh,.,6,16,2,1
E-selectin induc,-2.6,-0.1,-0.3,0.0,1.8
RAD52 anneal inh,-2,23,-15,-55,-19
Xi reactivation,0.4,0.0,0.0,0.0,0.1
INS-1E GSIS act,.,8,3,.,-1
F508del corr,.,1.5,-0.8,-3.1,-0.7

6. C[C@H](CO)N1C[C@H](C)[C@H](CN(C)Cc2ccncc2)Oc2ccc(NC(=O)CCC(F)(F)F)cc2CC1=O
7. O=S(=O)(c1cccs1)N1CCCc2nc(-c3ccccc3)ccc21
8. O=c1cnnc(N/N=C/C2CC=CCC2)[nH]1 (centres undefined)
9. CC1(C)CC(=O)C2=C(C1)OC(c1ccc(O)cc1)C(C#N)=C2N (centres undefined)
10. COc1ccc([C@@H]2[C@@H]3C(=O)N(C(C)(C)C)C(=O)[C@@H]3[C@]3(Cc4ccccc4)C(=O)N(c4ccc(C)cc4)C(=O)N23)cc1
compound no.,6,7,8,9,10
DENV2 CPE rescue,0,-9,.,7,-2
Casp6 inh,-3,-4,0,0,1
RAD54 inh,-3,.,-9,-12,-5
E-selectin induc,314*,0.0,.,.,-0.2
RAD52 anneal inh,1,-18,-15,-11,-3
Xi reactivation,0.0,0.1,0.0,0.0,0.8
INS-1E GSIS act,10,.,7,-17,11
F508del corr,1.4,-0.1,-0.6,0.3,1.6

11. O=C(/C=C/c1ccc(F)cc1)Nc1ccc2[nH]c(=O)[nH]c2c1
12. O=C(O)CC1S/C(=N/N=C/c2ccc([N+](=O)[O-])cc2)N(c2ccc(O)cc2)C1=O (centres undefined)
13. COc1ccnc(Oc2ccc(Cl)cc2)c1C#N
14. COc1cc(C(=O)NCc2nnc(SCC(=O)Nc3nccs3)o2)cc(OC)c1OC
15. COC(=O)c1ccccc1NC(=O)c1cccnc1
compound no.,11,12,13,14,15
DENV2 CPE rescue,-1,7,-2,-6,-2
Casp6 inh,8,4,1,2,0
RAD54 inh,6,.,.,.,8
E-selectin induc,0.0,.,.,-3.7,.
RAD52 anneal inh,-22,0,-16,-16,-6
Xi reactivation,.,0.0,0.0,0.3,0.3
INS-1E GSIS act,20,-8,2,3,6
F508del corr,1.0,-1.9,-4.6,-0.4,1.1

16. C[C@H]1CCCCO[C@@H](CN(C)Cc2ccc(C(=O)O)cc2)[C@@H](C)CN([C@@H](C)CO)C(=O)c2cc(N(C)C)ccc2O1
17. Cc1ccc(S(=O)(=O)N2c3ccccc3OC(C(=O)OC(C)(C)C)(C(=O)OC(C)(C)C)C2CC(=O)c2ccccc2)cc1 (centres undefined)
18. O=Cc1ccc(N2CCCC2)o1
19. COc1ccc(CN(C)C[C@H]2OCCCC[C@@H](C)Oc3ccc(NS(=O)(=O)c4ccc(OC)cc4)cc3C(=O)N([C@H](C)CO)C[C@@H]2C)cc1
20. CC(=O)N1[C@@H](CO)[C@H](c2ccc(-c3cccc(F)c3)cc2)[C@@H]1CNC(=O)C1CC1
compound no.,16,17,18,19,20
DENV2 CPE rescue,.,-4,.,1,9
Casp6 inh,.,2,10,.,.
RAD54 inh,.,.,.,-17,-1
E-selectin induc,0.6,-0.2,-0.1,0.1,0.1
RAD52 anneal inh,.,-15,-14,.,.
Xi reactivation,0.0,-0.1,0.2,0.2,0.0
INS-1E GSIS act,0,-7,-3,-5,-20
F508del corr,-1.3,2.1,0.5,-2.5,-0.8

# Full records, quoted from the list. Values in the order: DENV2 CPE rescue, Casp6 inh, RAD54 inh, E-selectin induc, RAD52 anneal inh, Xi reactivation, INS-1E GSIS act, F508del corr
# `O=Cc1ccc(N2CCCC2)o1` as listed: ., 10, ., -0.1, -14, 0.2, -3, 0.5
# `COc1ccc(CN(C)C[C@H]2OCCCC[C@@H](C)Oc3ccc(NS(=O)(=O)c4ccc(OC)cc4)cc3C(=O)N([C@H](C)CO)C[C@@H]2C)cc1` as listed: 1, ., -17, 0.1, ., 0.2, -5, -2.5
# `CC(=O)N1[C@@H](CO)[C@H](c2ccc(-c3cccc(F)c3)cc2)[C@@H]1CNC(=O)C1CC1` as listed: 9, ., -1, 0.1, ., 0.0, -20, -0.8
# `C[C@H]1CCCCO[C@@H](CN(C)Cc2ccc(C(=O)O)cc2)[C@@H](C)CN([C@@H](C)CO)C(=O)c2cc(N(C)C)ccc2O1` as listed: ., ., ., 0.6, ., 0.0, 0, -1.3

# Later entries
21. Cn1c(=O)c2sccc2n2c(CCCC(=O)Nc3ccc(F)cc3F)nnc12
22. COc1ccc2[nH]c3c(c2c1)CCN1C(=O)C(CC(=O)NCc2cccc(C(F)(F)F)c2)C[C@H](C(=O)N2CCOCC2)[C@@]31C (some centres undefined)
23. c1ccc(-c2ccc3c(c2)NC(C2Nc4cc(-c5ccccc5)ccc4O2)O3)cc1 (centres undefined)
24. CC1(C(=O)Nc2ccc3nc[nH]c3c2)CCN1C(=O)c1ccccc1CCc1ccccc1 (centres undefined)
25. O=C(C(=O)N1CCC(CNS(=O)(=O)c2cccc3ccccc23)CC1)c1cccs1
compound no.,21,22,23,24,25
DENV2 CPE rescue,4,?,4,7,14
Casp6 inh,-2,1,2,4,-3
RAD54 inh,-24,-2,5,2,.
E-selectin induc,-0.2,0.1,.,-0.1,0.1
RAD52 anneal inh,-5,-7,-6,-14,-38
Xi reactivation,0.0,.,0.0,0.0,0.0
INS-1E GSIS act,1,-26,14,.,-23
F508del corr,0.7,0.1,-0.3,1.9,-0.6

26. Cc1ccc(CNC(=O)CN2C(=O)CSc3ccc(S(=O)(=O)N4CCCCC4)cc32)cc1
27. O=S(=O)(NCc1ccccc1)c1cccc2nsnc12
28. CC(C)NC(=O)CN1CCC(c2ccccc2)C(O)C1 (centres undefined)
29. CC(=O)Nc1ccc(NC(=O)COC(=O)CCc2nc3ccccc3s2)cc1
30. O=C(Nc1ccc(N2CCOCC2)cc1N1CCOCC1)c1ncoc1-c1cccc(F)c1
compound no.,26,27,28,29,30
DENV2 CPE rescue,5,-4,-1,-1,-4
Casp6 inh,7,5,0,0,-2
RAD54 inh,-3,3,.,1,2
E-selectin induc,2.0,4.2,.,1.0,.
RAD52 anneal inh,-19,-17,-10,2,-9
Xi reactivation,0.0,0.0,0.2,0.0,-0.1
INS-1E GSIS act,-34,19,5,2,-10
F508del corr,0.0,-1.1,-1.4,2.6,-2.5

31. CCOc1ncc(S(=O)(=O)N2CCN(CC)CC2)cc1C(=O)O
32. O=C(NNC(=O)c1ccccc1F)c1ccc(S(=O)(=O)N2CCCC2)cc1
33. Cc1ccc(Cl)cc1N1CCN(C(=O)Cc2c(C(=O)O)[nH]c3ccccc23)CC1
34. C[C@@H]1CN([C@H](C)CO)S(=O)(=O)c2ccc(C3=CCCC3)cc2O[C@H]1CN(C)C(=O)CN(C)C
35. COc1ccc(S(=O)(=O)N(C)C[C@@H]2Oc3ccc(NC(=O)CCN4CCOCC4)cc3C(=O)N([C@@H](C)CO)C[C@@H]2C)cc1
compound no.,31,32,33,34,35
DENV2 CPE rescue,-9,-8,3,-5,18
Casp6 inh,2,1,4,-8,-1
RAD54 inh,5,-12,-1,1,9
E-selectin induc,-0.3,-0.3,.,0.0,0.1
RAD52 anneal inh,-6,-5,-26,-6,-14
Xi reactivation,0.2,0.2,.,-1.0,0.0
INS-1E GSIS act,14,5,-15,-6,5
F508del corr,-0.7,2.3,2.3,0.5,-0.3

36. Cc1[nH]c2ccccc2c(=O)c1CN(C)Cc1ccccc1
37. CC(=O)SCC[N+](C)(C)C
38. CC(=O)C1C(c2cccc(F)c2)c2c(n[nH]c2C)CC1(C)O (centres undefined)
39. CC(C)NC(=O)N(C)C[C@@H]1OCCCC[C@@H](C)Oc2ccc(NC(=O)c3ccccc3)cc2C(=O)N([C@H](C)CO)C[C@H]1C
40. Cc1noc(C)c1S(=O)(=O)N(C)C[C@@H]1OCCCC[C@@H](C)Oc2ccc(NS(=O)(=O)c3ccccc3)cc2C(=O)N([C@@H](C)CO)C[C@@H]1C
compound no.,36,37,38,39,40
DENV2 CPE rescue,.,8,-3,2,6
Casp6 inh,0,0,2,2,2
RAD54 inh,-5,-7,.,-5,.
E-selectin induc,.,1.2,2.0,0.5,.
RAD52 anneal inh,-4,-4,-9,-12,-16
Xi reactivation,.,0.1,-0.1,-0.1,0.1
INS-1E GSIS act,-2,.,-5,-10,12
F508del corr,.,-3.1,-1.3,2.0,-0.5

41. CO[C@@H]1CN(C)C(=O)c2ccc(NS(C)(=O)=O)cc2OC[C@@H](C)N(Cc2nccs2)C[C@H]1C
42. O=C(NCc1ccc(N2CCCC2=O)cc1)c1cc(COc2c(F)cccc2F)on1
43. CN(C)S(=O)(=O)c1ccc(C(=O)NC(=O)CSc2nnnn2C)cc1
44. COc1cccc(CN2CC3(CN(S(C)(=O)=O)C3)c3c(n(C)c4cc(OC)ccc34)[C@@H]2CO)c1
45. O=C(N/C(=C/C=C/c1ccccc1)C(=O)N1CCOCC1)c1ccccc1Br
compound no.,41,42,43,44,45
DENV2 CPE rescue,-5,12,-6,?,-8
Casp6 inh,0,-1,2,0,3
RAD54 inh,-6,5,-8,.,.
E-selectin induc,0.0,5.9,0.0,0.5,.
RAD52 anneal inh,2,9,2,-16,1
Xi reactivation,0.4,0.0,0.0,0.2,0.0
INS-1E GSIS act,5,-16,2,-13,-8
F508del corr,-0.1,-0.7,-0.3,-0.3,-0.4

46. Cc1ccc(C)c(OCC(=O)N2CCN(C(=O)c3ccco3)CC2)c1
47. CC(=O)c1cc2c(cc1NC(=O)c1ccc(C)cc1)OCCO2
48. CC(=O)Nc1ccc(S(=O)(=O)NCc2ccc3[nH]c(C)cc3c2)cc1
49. NC(=O)N/N=C/c1ccc2cccc(OCc3ccccc3)c2n1
50. COc1ccc(S(=O)(=O)N2CCOCC2)cc1NC(=O)c1c(C)noc1C
51. C/C(=N\NS(=O)(=O)c1ccc(C)c([N+](=O)[O-])c1)c1ccc2c(c1)OCO2
52. Cc1cccc(C)c1NC(=O)CCCn1nc(C)c2c(C)n(-c3ccccc3)nc2c1=O
compound no.,46,47,48,49,50,51,52
DENV2 CPE rescue,17,?,-2,0,?,0,1
Casp6 inh,-5,-1,-2,3,-3,-5,0
RAD54 inh,12,7,8,1,7,.,-3
E-selectin induc,.,.,.,0.0,-0.2,-2.7,.
RAD52 anneal inh,-9,-13,-9,-6,-3,-10,-17
Xi reactivation,0.0,0.0,0.3,0.0,0.0,0.0,0.2
INS-1E GSIS act,-7,-5,-8,6,-2,10,7
F508del corr,4.9,0.9,-1.8,-0.9,-5.3,2.1,-3.5
